Source: PubChem (The Scripps Research Institute Molecular Screening Center)
CHO parental Ca – signal in parental CHO cells, OX1R antagonist counter-screen. parental CHO-K1, ATP-induced calcium, Fluo-8 fluorescence. AID 463079. hit rate 0.63% among 330,000. inhibition, % at 5.6 µM;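 active = inhibition above that plate's mean sample inhibition plus 3 SD, cut at about 26% in these data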;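 also: 0% = ATP-challenged DMSO wells and 100% = DMSO wells without ATP; some compounds past the cut are filed as inactive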
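Test system: parental CHO cells; detection: calcium-sensitive Fluo-8 fluorescence; evaluation: percent inhibition of calcium signal; also added: ATP as calcium-mobilizing challenge; repeats: one well per compound; control set: ATP-challenged DMSO wells low, unchallenged DMSO wells high; compound: single nominal dose of 5.6 µM per compound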
CHRM1 antagonist – human CHRM1 antagonism; inhibition, % at 3 µM; CHO-K1 hM1, Fluo-8 calcium fluorescence, ACh EC80 antagonist; hit rate 1.3% among 360,000; P11229;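 active = percent inhibition above its own plate's cutoff, namely the mean of that plate's compound wells plus 3 SD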;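 also: peak over basal fluorescence ratio during 140 s after agonist addition; 0% = ACh EC80 plus DMSO and 100% = DMSO alone without agonist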
Target sequence (P11229 whole entry, looked up): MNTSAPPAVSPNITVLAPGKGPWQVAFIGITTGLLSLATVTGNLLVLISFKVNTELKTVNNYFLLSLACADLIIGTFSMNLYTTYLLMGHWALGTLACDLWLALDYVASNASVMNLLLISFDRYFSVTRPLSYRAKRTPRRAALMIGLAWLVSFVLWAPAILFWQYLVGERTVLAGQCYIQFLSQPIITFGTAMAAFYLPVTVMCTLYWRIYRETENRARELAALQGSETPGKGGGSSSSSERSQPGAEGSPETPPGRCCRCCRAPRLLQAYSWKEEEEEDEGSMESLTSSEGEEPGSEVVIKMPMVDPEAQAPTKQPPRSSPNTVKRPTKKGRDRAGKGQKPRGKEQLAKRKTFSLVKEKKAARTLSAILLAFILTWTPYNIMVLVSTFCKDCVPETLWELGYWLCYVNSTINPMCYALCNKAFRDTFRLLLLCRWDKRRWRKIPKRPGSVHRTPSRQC
CHRM4 antagonist – CHRM4 antagonism in calcium assay | P08173 | CHO-hM4 cells, ACh EC80, Fluo-8 calcium fluorescence | inhibition, % at 3 µM | hit rate 0.73% among 360,000 | AID 624125;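 active = inhibition above its plate's cutoff, the mean inhibition of sample wells plus 3 SD, cut at about 27% in these data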;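 also: 0% = acetylcholine EC80 with DMSO and 100% = DMSO without agonist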
Target sequence (P08173 whole entry, looked up): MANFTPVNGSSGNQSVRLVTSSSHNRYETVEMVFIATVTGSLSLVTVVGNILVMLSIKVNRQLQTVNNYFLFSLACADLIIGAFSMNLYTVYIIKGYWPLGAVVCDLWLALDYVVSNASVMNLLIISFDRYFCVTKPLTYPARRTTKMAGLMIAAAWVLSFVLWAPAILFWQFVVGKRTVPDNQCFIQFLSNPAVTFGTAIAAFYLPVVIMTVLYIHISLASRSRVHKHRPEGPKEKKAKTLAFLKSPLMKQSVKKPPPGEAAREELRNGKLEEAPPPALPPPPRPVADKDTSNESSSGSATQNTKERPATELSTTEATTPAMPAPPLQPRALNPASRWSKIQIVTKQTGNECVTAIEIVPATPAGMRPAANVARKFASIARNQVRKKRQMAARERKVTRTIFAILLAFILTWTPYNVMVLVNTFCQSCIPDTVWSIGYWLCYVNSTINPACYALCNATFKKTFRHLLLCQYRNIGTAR
M1 PAM – potentiates human M1 receptor response to acetylcholine; AID 588819; activation, % at 3 µM; CHO-K1 hM1, Fluo-8 calcium fluorescence, ACh EC20; 0% = ACh EC20, 100% = maximal ACh; hit rate 0.088% among 360,000; in the data active = activation above about 19%, passing the limit was not always enough
OXTR potentiator – human OXTR potentiation. P30559. AID 2445. activation, % at 3 µM. hit rate 0.061% among 320,000. CHO-OTR cells, Fluo-8 calcium fluorescence, potentiator mode; 0% = oxytocin EC15, 100% = EC100;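 active = activation above that plate's cutoff, the mean activation of tested compounds plus 3 SD, cut at about 6.6% in these data, passing the limit was not always enough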;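 also: 100% uses oxytocin at 75 nM as the full agonist control; some results filed as inactive read as strong as hits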
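Assay system: CHO-OTR cells, human receptor / Also added: oxytocin at about EC15, sub-maximal agonist stimulus / Dosing: single dose, 3.0 µM nominal final compound concentration / Incubation: 6 min pre-incubation, 100 s read / Technique: Fluo-8 calcium dye fluorescence / Read-out: % activation vs EC15 and EC100 oxytocin / Benchmarks: EC15 oxytocin low, 75 nM oxytocin high / Replicates: singlicate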
CHRM4 agonist – agonists of human muscarinic M4 receptor (CHRM4) | CHO-K1 hM4/Gqi5, Fluo-8 calcium fluorescence; vehicle 0%, full acetylcholine response 100% | activation, % at 3 µM | hit rate 0.14% among 360,000 | AID 624127;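 active = activation above the run mean over all test wells plus 3 SD, cut at about 32% in these data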;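 also: peak over basal fluorescence ratio per well then scaled between controls; 0% = DMSO wells and 100% = acetylcholine at EC100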
CHO-K1 Ca antag – nonselective inhibitor or artifact in parental CHO-K1 cells; hit rate 0.6% among 360,000; inhibition, % at 3 µM; AID 602250; ATP-induced calcium, Fluo-8 fluorescence;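 active = inhibition above a per-plate cutoff, the plate's mean sample inhibition plus 3 SD, cut at about 24% in these data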;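 also: 0% = DMSO plus EC80 ATP and 100% = DMSO alone without ATP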
CHRM1 agonist – activates human CHRM1 receptor; hit rate 0.33% among 360,000; P11229; CHO-K1 hM1, Fluo-8 calcium fluorescence, agonist mode; 0% DMSO, 100% acetylcholine EC100; AID 588814; activation, % at 3 µM;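 active = activation above the run's mean compound activation plus 3 SD, cut at about 16% in these data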;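 also: peak over basal fluorescence ratio within a 140 s kinetic read after compound addition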
CHO-K1 Ca ag – M1 agonist counterscreen hit in parental CHO-K1 cells. hit rate 0.48% among 360,000. Fluo-8 calcium fluorescence; scaled to maximal ATP response, vehicle zero. activation, % at 3 µM; in the data active = activation above about 15%;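 also: untransfected CHO-K1 host cells lacking M1 receptor as counterscreen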
* hit, by the source's call; x = not tested or not shown.

Field names – A = CHO parental Ca; B = CHRM1 antagonist; C = CHRM4 antagonist; D = M1 PAM; E = OXTR potentiator; F = CHRM4 agonist; G = CHO-K1 Ca antag; H = CHRM1 agonist; I = CHO-K1 Ca ag
CCOC(=O)Nc1ccc2c(C)cc(=O)oc2c1
  A: -1 | B: -1 | C: 4 | D: -1 | E: -2 | F: 3 | G: -5 | H: 0 | I: -0.1

CCOc1ccc(NS(=O)(=O)c2ccc(C(=O)NCC3(N4CCCCC4)CCCCC3)cc2)cc1
  A: 7 | B: -5 | C: -8 | D: 4 | E: -11 | F: 9 | G: -8 | H: 3 | I: 6.7

OCCSc1nc(N2CCOCC2)nc(N2CCOCC2)n1
  A: 6 | B: 5 | C: -11 | D: 3 | E: -9 | F: 0 | G: -10 | H: -2 | I: 0.1

Cn1ncc(Br)c1C(=O)N1CCCC1
  A: -2 | B: -17 | C: -2 | D: 9 | E: -6 | F: 1 | G: 1 | H: 1 | I: 1.4

COC(=O)c1c2c(nc3ccccc13)CCC2
  A: -12 | B: -12 | C: -9 | D: 7 | E: -17 | F: 1 | G: 3 | H: -3 | I: -0.5

O=C(NCC1CCCO1)c1cc(NS(=O)(=O)c2cccs2)cc(NS(=O)(=O)c2cccs2)c1 (stereo unspecified)
  A: 3 | B: -4 | C: -1 | D: 8 | E: -1 | F: 0 | G: 4 | H: -4 | I: -0.1

Clc1ccc(-c2nnc(SCc3nc4ccccc4s3)o2)cc1
  A: -24 | B: 4 | C: -3 | D: 0 | E: -8 | F: 0 | G: 6 | H: -5 | I: 0.4

O=C(NN1CCOCC1)c1ccco1
  A: 10 | B: -2 | C: 7 | D: 8 | E: -10 | F: 1 | G: -14 | H: -2 | I: 0.5

O=C(COc1ccccc1)N1CCN=C1SCc1ccc(F)cc1
  A: -16 | B: -16 | C: -3 | D: 7 | E: -15 | F: 0 | G: -6 | H: -4 | I: 0.6

O=C(O)c1c(C(=O)O)c(-c2ccc(F)cc2)n2c1CCC2
  A: -1 | B: 3 | C: 6 | D: 3 | E: -8 | F: 0 | G: -4 | H: -3 | I: 0.3

CS(=O)(=O)Cc1ccc(C(=O)NNC(=O)c2cc(-c3ccccc3)n[nH]2)cc1
  A: 2 | B: -17 | C: 10 | D: 7 | E: 2 | F: 2 | G: 1 | H: -1 | I: 0.0

O=S(=O)(c1ccc(-n2cnnn2)cc1)N1CCC(N2CCCCC2)CC1
  A: -4 | B: -15 | C: -9 | D: 13 | E: -18 | F: 1 | G: -24 | H: -3 | I: 1.1

COc1ccc(N2CCN(C(CNC(=O)C(=O)NCc3ccc4c(c3)OCO4)c3ccco3)CC2)cc1 (stereo unspecified)
  A: -17 | B: -8 | C: -10 | D: 17 | E: 0 | F: 1 | G: -9 | H: -1 | I: 1.0

CC1(C)CC(=O)C=C(Nc2ccccn2)C1
  A: -3 | B: -9 | C: -3 | D: 4 | E: -7 | F: 1 | G: -1 | H: -3 | I: -0.1

CCOC(=O)c1sc2nc(N3CCOCC3)c3c(c2c1N)CC(C(C)C)OC3 (stereo unspecified)
  A: -10 | B: -1 | C: 1 | D: 8 | E: -2 | F: 1 | G: 5 | H: -4 | I: -0.4

O=C(Nc1ccccc1Cl)c1ccc2ccccc2c1
  A: -15 | B: -14 | C: -12 | D: 19 | E: -15 | F: -2 | G: 19 | H: 0 | I: -0.5

COc1cccc(S(=O)(=O)Nc2ccc(C(=O)N3CCN(C(=O)c4ccco4)CC3)cc2)c1
  A: -9 | B: 7 | C: -3 | D: -1 | E: -2 | F: 1 | G: -1 | H: -3 | I: 0.5

COc1ccc(CNC(=O)Nc2cccc3ccccc23)cc1
  A: -10 | B: 2 | C: 8 | D: -8 | E: -11 | F: 0 | G: 12 | H: -2 | I: 0.2

O=C(Cc1cccc([N+](=O)[O-])c1)Nc1cccc(C(=O)N2CCCCC2)c1
  A: -16 | B: -8 | C: -2 | D: 4 | E: -9 | F: 6 | G: -9 | H: -4 | I: 1.4

Cc1occc1C(=O)NNC(=O)C1CC1
  A: 5 | B: -6 | C: -2 | D: 6 | E: -9 | F: 0 | G: -8 | H: -2 | I: 0.1

CC(O)(c1cccc(F)c1)c1nc(-c2ccncc2)cs1 (stereo unspecified)
  A: x | B: -3 | C: -19 | D: -3 | E: x | F: 7 | G: -6 | H: -4 | I: 6.3

CCOc1ccc(C(=S)N2CCOCC2)cc1
  A: -13 | B: -5 | C: 1 | D: 7 | E: -4 | F: 0 | G: 5 | H: 0 | I: -0.4

Cc1ccc2c(c1)CCCN2C(=O)c1cc(C)on1
  A: -4 | B: -4 | C: -1 | D: 3 | E: 4 | F: 1 | G: 2 | H: -3 | I: 0.1

COc1ccc(NC(=O)Nc2ccc(F)cc2)cn1
  A: -5 | B: -14 | C: -7 | D: 10 | E: -6 | F: 7 | G: 7 | H: 2 | I: 2.7

O=c1cc(O)c2c(=O)[nH]c(=O)n(-c3ccccc3)c2[nH]1
  A: -15 | B: -3 | C: 8 | D: -8 | E: 3 | F: 2 | G: 12 | H: 0 | I: -0.4

O=C(CSc1nnc2ccccn12)NNC(=O)c1ccc(Cl)cc1
  A: 4 | B: -4 | C: -2 | D: 8 | E: -2 | F: 0 | G: -3 | H: -2 | I: 0.2

CCOC(=O)C1CCN(C(=O)C(CC)c2ccccc2)CC1 (stereo unspecified)
  A: -7 | B: -3 | C: -9 | D: 3 | E: 1 | F: 1 | G: -17 | H: -4 | I: 0.5

O=C(Nc1ccccn1)c1cc2cc([N+](=O)[O-])ccc2s1
  A: 10 | B: 5 | C: -2 | D: 2 | E: -7 | F: 0 | G: 13 | H: -4 | I: 0.8

COC(=O)NCC(c1cccnc1)N1CCN(c2ccccc2F)CC1 (stereo unspecified)
  A: -10 | B: -5 | C: 5 | D: 0 | E: -2 | F: 1 | G: 11 | H: -4 | I: 0.1

Cc1ccc(NC(=O)c2ccccc2)s1
  A: -4 | B: -1 | C: -3 | D: 6 | E: -1 | F: 0 | G: -4 | H: -6 | I: 0.3

O=C(NCc1cccnc1)c1ccc(NC(=O)c2cccc([N+](=O)[O-])c2)cc1
  A: -14 | B: -2 | C: -3 | D: 7 | E: -7 | F: 3 | G: -8 | H: -2 | I: 0.5

CCOc1ccc(C(=O)N2CCN(Cc3ccccc3)CC2)cc1OCC
  A: x | B: -18 | C: -8 | D: 18 | E: x | F: -1 | G: 3 | H: 1 | I: 3.2

N#C/C(=C\c1ccccc1[N+](=O)[O-])C(=O)NCc1ccccc1
  A: -23 | B: -9 | C: 3 | D: 3 | E: -6 | F: 2 | G: -2 | H: 1 | I: 3.2

O=C1CS/C(=C/C(=O)c2ccccc2)N1
  A: -8 | B: 0 | C: -1 | D: 1 | E: -2 | F: 0 | G: 5 | H: -3 | I: 0.0

COC(=O)C(CC(C)C)NC(=O)c1ccc([N+](=O)[O-])cc1 (stereo unspecified)
  A: 8 | B: -21 | C: -3 | D: 4 | E: -6 | F: 0 | G: -4 | H: -3 | I: 0.2

CCCn1c(NC(=O)c2ccccc2)nc2ccccc21
  A: -3 | B: 2 | C: 4 | D: -1 | E: -8 | F: -2 | G: -1 | H: -6 | I: 0.1

COc1ccc(CCNC(=O)c2c(C)nn(-c3ccccc3)c2Cl)cc1
  A: -6 | B: -5 | C: -5 | D: 4 | E: -8 | F: -1 | G: 2 | H: -5 | I: -0.6

Cc1cc(C)cc(Cn2cc(CN3CC(N4CCN(CCO)CC4)CS3(=O)=O)nn2)c1 (stereo unspecified)
  A: x | B: x | C: 11 | D: x | E: x | F: 0 | G: 7 | H: x | I: 0.0

Cc1ccc(Cl)cc1NC(=O)C1CC1c1ccccc1 (stereo unspecified)
  A: -8 | B: -9 | C: 5 | D: 1 | E: -7 | F: 2 | G: -8 | H: -5 | I: -0.1

O=C1CCCc2c1cnc1ncnn21
  A: -10 | B: -1 | C: 9 | D: 9 | E: -7 | F: 0 | G: -12 | H: -7 | I: 0.7

Cc1ccc(C2NC(=O)c3ccccc3N2)c(C)c1 (stereo unspecified)
  A: x | B: -19 | C: -2 | D: 7 | E: x | F: 2 | G: -10 | H: 2 | I: 1.8

COC(=O)[C@H](Cc1ccccc1)NC(=O)[C@@H]1C[C@H]1[C@@H](NC(=O)OCc1ccccc1)c1ccccc1
  A: -4 | B: 2 | C: 3 | D: 4 | E: -11 | F: 4 | G: -8 | H: -5 | I: 0.7

CCN(C(=O)CSc1nnc(-c2ccccc2C)n1C)c1c(N)n(Cc2ccccc2)c(=O)[nH]c1=O
  A: x | B: -2 | C: -1 | D: 2 | E: x | F: 1 | G: -12 | H: 4 | I: 0.7

O=C(NNC(=O)c1ccc(Br)s1)c1cccc(S(=O)(=O)N2CCCC2)c1
  A: -29 | B: -4 | C: -3 | D: 5 | E: -2 | F: 3 | G: -15 | H: -2 | I: 3.1

COc1cccc(C2C(C(=O)NCc3ccccc3)=C(C)Nc3ncnn32)c1 (stereo unspecified)
  A: -13 | B: 2 | C: 11 | D: 4 | E: -7 | F: 0 | G: 5 | H: -2 | I: 0.2

Cc1ccc2c(c1)C1CN(C)CCC1N2S(=O)(=O)c1cc(C(F)(F)F)ccc1Cl (stereo unspecified)
  A: -14 | B: -3 | C: -4 | D: 13 | E: -7 | F: 2 | G: 6 | H: 4 | I: 0.3

CS(=O)(=O)N1CCc2cc(S(=O)(=O)NCCNS(=O)(=O)c3ccc4c(c3)CCN4S(C)(=O)=O)ccc21
  A: -15 | B: 1 | C: 2 | D: 8 | E: -4 | F: 1 | G: 2 | H: -5 | I: -0.4

Cc1ccccc1Nc1nc(N)nc(CSc2nnnn2C)n1
  A: -2 | B: -2 | C: -2 | D: 7 | E: -5 | F: 1 | G: -13 | H: -1 | I: 1.0

Compound profiles (already shown). Values in the order: CHO parental Ca, CHRM1 antagonist, CHRM4 antagonist, M1 PAM, OXTR potentiator, CHRM4 agonist, CHO-K1 Ca antag, CHRM1 agonist, CHO-K1 Ca ag
Entry for Cc1occc1C(=O)NNC(=O)C1CC1 : 5, -6, -2, 6, -9, 0, -8, -2, 0.1
Entry for Cc1ccc2c(c1)C1CN(C)CCC1N2S(=O)(=O)c1cc(C(F)(F)F)ccc1Cl (stereo unspecified) : -14, -3, -4, 13, -7, 2, 6, 4, 0.3
Entry for O=C(NNC(=O)c1ccc(Br)s1)c1cccc(S(=O)(=O)N2CCCC2)c1 : -29, -4, -3, 5, -2, 3, -15, -2, 3.1
